SMN2 splice enh – enhancers of SMN2 splice variant expression; HEK293 SMN2-luciferase splicing reporter, luminescence, 30-36 h; Potency, µM (series often up to 46.1 µM), inactives show at the highest dose activity change, positive = activation, hits mostly activators; 210,000 tested, 2.8% active; AID 1458; further: % of control where 0% means no effect; nearly all actives have a fitted effect of over 55% in size
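HEK293 cells carry an SMN2 […]–luciferase reporter in which exon 7 inclusion puts luciferase in frame. Cells were plated 10-12 h before compound addition, then incubated 30-36 h at 37C. ONE-Glo luminescence was read; sodium butyrate at 4.5 mM final served as control.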
TRb SRC2 PPI – inhibitors of human thyroid hormone receptor beta-SRC2 interaction. P10828. TRbeta-SRC2 peptide binding, fluorescence polarization; receptor liganded with 1 µM T3. Potency, µM (series often up to 106 µM), for the others: top-dose activity change, negative = inhibition, most hits filed as inhibitors. 280,000 tested, 0.065% active;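 further: plate controls were bound peptide for no effect and peptide without receptor for full effect; nearly all actives have a fitted effect of over 50% in size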
Target sequence (P10828 whole entry, looked up): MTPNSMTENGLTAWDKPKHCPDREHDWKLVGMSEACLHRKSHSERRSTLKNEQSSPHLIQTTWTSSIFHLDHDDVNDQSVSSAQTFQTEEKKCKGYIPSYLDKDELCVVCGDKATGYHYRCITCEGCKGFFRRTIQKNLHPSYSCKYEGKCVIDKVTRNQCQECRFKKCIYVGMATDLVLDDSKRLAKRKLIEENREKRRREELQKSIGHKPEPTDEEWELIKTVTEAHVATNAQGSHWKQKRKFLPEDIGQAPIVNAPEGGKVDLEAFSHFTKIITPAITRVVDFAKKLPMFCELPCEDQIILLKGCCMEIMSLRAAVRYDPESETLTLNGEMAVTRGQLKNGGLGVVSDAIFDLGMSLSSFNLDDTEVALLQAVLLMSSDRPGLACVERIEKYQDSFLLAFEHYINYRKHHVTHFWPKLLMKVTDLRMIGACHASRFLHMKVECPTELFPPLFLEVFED
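Decrease in fluorescence polarization of 20 nM Texas Red SRC2 coactivator peptide flagged inhibition of its binding to 0.6 uM TRb LBD; 1 uM T3 included, incubation 5 hr, ex 555/em 632 nm.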
TR SRC2 fluor cs – alters Texas Red total fluorescence, flagging assay interference | Potency, µM (doses to about 106 µM), without a hit: top-dose fluorescence change, negative = quenching | 280,000 tested, 0.29% active | TRb/SRC2 Texas Red total fluorescence interference; active means well fitted curve in either direction with a large enough effect; inconclusive means small, poorly fitted or top-dose-only effect; further: on the % scale 0 is the no-effect control and ±100 the full control effect
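Flags fluorescent or light-absorbing compounds by total fluorescence, S + 2P, at 555 nm excitation and 632 nm emission. Mixture: 20 nM Texas Red SRC2 peptide, 0.6 uM human TRb LBD, 1 uM T3, 5% DMSO; compound exposure 5 h at ambient temperature.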
An asterisk follows results filed as active; [ ] = remark or other dose. Unless noted, the call rests on the fitted dose curve; in most records, active means well fitted curve in the direction sought with a large enough effect; inconclusive means small, poorly fitted or top-dose-only effect, or another doubt; inactive means no such curve, though single readings can be large; an effect the other way counts as inactive or inconclusive. Potency means the concentration at half of the fitted maximal effect. Only part of the results is shown, so the mix of outcomes need not match the whole.

`Cc1cc(C)cc(NC(=O)Cn2c(=O)n(CC(=O)NCCc3ccccc3)c(=O)c3ccccc32)c1` gave SMN2 splice enh -13.9%, TRb SRC2 PPI -5.5% and TR SRC2 fluor cs 0.2%.
COc1ccc(CCNC(=O)CN(c2ccccc2)S(=O)(=O)N(C)C)cc1 was read as SMN2 splice enh -5.4%, TRb SRC2 PPI 4.3% and TR SRC2 fluor cs 3.8%.
For CCc1ccc(-c2nc(SCC(=O)NCC3CCCO3)c(-c3ccc(C)cc3)[nH]2)cc1 (stereo unspecified) the results were SMN2 splice enh 10.3%, TRb SRC2 PPI -11.1% and TR SRC2 fluor cs -1.4%.
`CC1=C(C(=O)Nc2ccc(C)cc2C)C(c2cccs2)n2nc(SCc3cccc(C)c3)nc2N1` (stereo unspecified) gave SMN2 splice enh -2.7%, TRb SRC2 PPI 0.0% and TR SRC2 fluor cs -2.2%.
`CCOc1ccc(CCNC(=O)Cn2nnc(-c3ccc(OC)c(OC)c3)n2)cc1OCC` gave SMN2 splice enh -2.8%, TRb SRC2 PPI 0.5% and TR SRC2 fluor cs inconclusive.
COc1ccc(C2NC(=O)NC(C)=C2C(=O)Nc2ccccc2)cc1OC (stereo unspecified) was read as SMN2 splice enh 4.6%, TRb SRC2 PPI -3.2% and TR SRC2 fluor cs inconclusive.
COC(=O)c1ccccc1NS(=O)(=O)c1ccc2c(c1)CCCN2C(C)=O was read as SMN2 splice enh -4.4%, TRb SRC2 PPI -1.3% and TR SRC2 fluor cs -1.1%.
For COc1ccc(C2C(C(=O)Nc3ccccc3)=C(C)Nc3nc(-c4ccccc4)nn32)c(OC)c1 (stereo unspecified) the results were SMN2 splice enh -2.0%, TRb SRC2 PPI 9.2% and TR SRC2 fluor cs -2.3%.
Cc1ccc(-c2nc3cc(NC(=O)Cc4ccc(Cl)cc4)ccc3o2)cc1 was read as SMN2 splice enh -5.4%, TRb SRC2 PPI 3.7% and TR SRC2 fluor cs -7.6%.
`CCN(CC)CCNC(=O)C1CCN(c2cc(C)nc3c(-c4ccc(Cl)cc4)c(C)nn23)CC1` gave SMN2 splice enh 4.1%, TRb SRC2 PPI -9.8% and TR SRC2 fluor cs inconclusive.
`O=C(NCc1cccs1)c1nn(-c2ccccc2F)nc1CO` gave SMN2 splice enh -59.1%[inhibitor], TRb SRC2 PPI -3.4% and TR SRC2 fluor cs -1.0%.
For COc1cccc2c1cc1c(=O)n(CC(=O)N3CCN(c4ccc(F)cc4)CC3)nc(C)n12 the results were SMN2 splice enh -3.7%, TRb SRC2 PPI 1.7% and TR SRC2 fluor cs -20.4%.
Screening COC(=O)c1ccc(NC(=O)CSc2nc3ccc(OC)cc3[nH]2)cc1 returned SMN2 splice enh -14.6%, TRb SRC2 PPI -1.6% and TR SRC2 fluor cs 0.3%.
CCc1ccc(S(=O)(=O)Nc2cc3c(C(=O)OCc4ccccc4)c(C)oc3c3ccccc23)cc1 was read as SMN2 splice enh -8.1%, TRb SRC2 PPI 9.7% and TR SRC2 fluor cs -0.1%.
`O=c1c2cnn(-c3ccc(F)cc3)c2ncn1Cc1ccccc1Cl` gave SMN2 splice enh -1.3%, TRb SRC2 PPI 3.4% and TR SRC2 fluor cs -0.3%.
CCOC(=O)c1sc(NC(=O)C(C)Oc2ccc(OC)cc2)c(C(=O)OCC)c1C (stereo unspecified) was read as SMN2 splice enh 7.5%, TRb SRC2 PPI -2.7% and TR SRC2 fluor cs 1.5%.
Screening CCCSCCCNC(=O)C1CCN(C(=O)c2cc3sccc3n2C)CC1 returned SMN2 splice enh -29.2%, TRb SRC2 PPI -8.8% and TR SRC2 fluor cs 31.6µM*[quencher].
Screening CC1CN(C(=O)Nc2ccc(C(=O)NCc3cccc(F)c3)cc2)c2ccccc2S1 (stereo unspecified) returned SMN2 splice enh 0.4%, TRb SRC2 PPI -0.4% and TR SRC2 fluor cs -2.3%.
For COc1ccccc1NC(=O)CN(C)S(=O)(=O)c1ccc2c(c1)c(=O)n(C)c(=O)n2C the results were SMN2 splice enh -2.6%, TRb SRC2 PPI 3.4% and TR SRC2 fluor cs -2.5%.
`Cc1ccc(OCC(=O)N(Cc2ccc(N(C)C)cc2)CC2CCCO2)cc1C` (stereo unspecified) gave SMN2 splice enh 2.8%, TRb SRC2 PPI -4.5% and TR SRC2 fluor cs 0.7%.
For Cc1ccc(Cl)cc1NC(=O)C1CCCN(S(=O)(=O)c2c(C)noc2/C=C/N(C)C)C1 (stereo unspecified) the results were SMN2 splice enh -5.8%, TRb SRC2 PPI 5.5% and TR SRC2 fluor cs -0.9%.
`CCC(C)NC(=O)CN1C(=O)COc2ccc(S(=O)(=O)N3CCOCC3)cc21` (stereo unspecified) gave SMN2 splice enh 4.4%, TRb SRC2 PPI -3.3% and TR SRC2 fluor cs -1.5%.
`Cc1ccccc1S(=O)(=O)Cc1ccc(C(=O)N2CCN(c3cccc(Cl)c3)CC2)o1` gave SMN2 splice enh -43.9%[inhibitor], TRb SRC2 PPI -2.9% and TR SRC2 fluor cs -20.6%.
Brc1ccc(-c2csc(-c3nc(-c4ccc(Br)s4)cs3)n2)cc1 was read as SMN2 splice enh -3.0%, TRb SRC2 PPI -2.9% and TR SRC2 fluor cs 6.2%.
For CCOCCCn1c(=N)c(S(=O)(=O)c2ccc(Cl)cc2)cc2c(=O)n3cccc(C)c3nc21 the results were SMN2 splice enh -4.6%, TRb SRC2 PPI -1.6% and TR SRC2 fluor cs -1.3%.
Screening O=C(Cn1c(=O)n(CCCS(=O)(=O)C2CCCCC2)c(=O)c2ccccc21)Nc1ccccc1C(F)(F)F returned SMN2 splice enh 3.7%, TRb SRC2 PPI 9.9% and TR SRC2 fluor cs -7.4%.
`COc1ccc(-n2c(SC)nc3sc4c(c3c2=O)CCN(C(C)=O)C4)cc1` gave SMN2 splice enh 18.7%, TRb SRC2 PPI -5.9% and TR SRC2 fluor cs -0.4%.
CCOc1ccc(N(CC)C(=O)c2cc3c(=O)oc4ccccc4c3s2)cc1 was read as SMN2 splice enh 8.9%, TRb SRC2 PPI 2.1% and TR SRC2 fluor cs -1.1%.
O=C(Nc1ccc(Cl)cc1)c1cc2c(Cl)nc3ccccc3c2s1 was read as SMN2 splice enh -1.7%, TRb SRC2 PPI 3.3% and TR SRC2 fluor cs inconclusive.
Screening CCOC(=O)c1c(NC(C)=O)c2c3c(sc2n1Cc1cccc(Cl)c1)CCCC3 returned SMN2 splice enh 7.1%, TRb SRC2 PPI -5.0% and TR SRC2 fluor cs 2.6%.
For COc1ccccc1N(CC(=O)NCCSCc1ccccc1Cl)S(C)(=O)=O the results were SMN2 splice enh -11.0%, TRb SRC2 PPI 2.1% and TR SRC2 fluor cs -2.3%.
`COC(=O)c1ccc(NC(=O)CC2Nc3cc(C)c(C)cc3NC2=O)cc1` (stereo unspecified) gave SMN2 splice enh -1.4%, TRb SRC2 PPI 4.7% and TR SRC2 fluor cs -1.6%.
Screening CCOC(=O)c1cc(OC(=O)c2cc(OC)cc(OC)c2)n(-c2ccccc2)n1 returned SMN2 splice enh -7.1%, TRb SRC2 PPI 8.8% and TR SRC2 fluor cs -1.3%.
For Cc1cccc(C(=O)NC2(C(F)(F)F)N=C(c3ccccc3)N(C3CCCCC3)C2=O)c1 (stereo unspecified) the results were SMN2 splice enh -0.1%, TRb SRC2 PPI 4.0% and TR SRC2 fluor cs -5.6%.
Screening Cc1ccc(Cl)cc1N1CCN(C(=O)CN2C(=O)COc3ccc(S(=O)(=O)N4CCC(C)CC4)cc32)CC1 returned SMN2 splice enh -2.5%, TRb SRC2 PPI -2.9% and TR SRC2 fluor cs 0.1%.
Screening COc1ccc(Br)cc1CNC(=O)c1nn(-c2ccc(C)cc2)c(=O)c2c1c1ccccc1n2C returned SMN2 splice enh 0.9%, TRb SRC2 PPI -1.2% and TR SRC2 fluor cs -1.5%.
Screening CCc1ccc(C2c3c(-c4ccccc4O)n[nH]c3C(=O)N2Cc2ccncc2)cc1 (stereo unspecified) returned SMN2 splice enh -5.7%, TRb SRC2 PPI 6.6% and TR SRC2 fluor cs -3.5%.
Screening CCOc1ccc(S(=O)(=O)c2c[nH]c3ccccc3c2=O)cc1 returned SMN2 splice enh 5.7%, TRb SRC2 PPI 4.7% and TR SRC2 fluor cs -1.1%.
Screening COc1cccc(-c2nc(S(=O)(=O)c3ccccc3)c(NCc3ccccc3)o2)c1 returned SMN2 splice enh 5.0%, TRb SRC2 PPI 7.8% and TR SRC2 fluor cs -4.0%.
`COc1ccc(S(=O)(=O)N(CC(=O)Nc2cc(C)ccc2OC)Cc2ccccc2)cc1` gave SMN2 splice enh -24.1%, TRb SRC2 PPI 4.7% and TR SRC2 fluor cs 3.1%.
For Cc1cccc(OCCn2c(SCC(N)=O)nc3ccccc32)c1 the results were SMN2 splice enh 7.1%, TRb SRC2 PPI 1.2% and TR SRC2 fluor cs 3.0%.
CCCCOc1ccc(Cn2c(=O)sc3ccccc32)cc1 was read as SMN2 splice enh -23.5%, TRb SRC2 PPI 8.0% and TR SRC2 fluor cs -0.3%.
`Cc1cccc(NC(=O)CSc2nc(-c3cccs3)cc(C(F)(F)F)c2C#N)c1` gave SMN2 splice enh 19.0%, TRb SRC2 PPI -3.7% and TR SRC2 fluor cs inconclusive.
For CCOc1ccc(S(=O)(=O)Nc2ccc3c(c2)c(C(C)=O)c(C)n3S(=O)(=O)c2ccc(OCC)cc2)cc1 the results were SMN2 splice enh -23.1%, TRb SRC2 PPI -0.6% and TR SRC2 fluor cs -20.0%.
`CCc1nn2c(=O)c(S(=O)(=O)Nc3ccc(OC)c(Cl)c3)c(C)nc2s1` gave SMN2 splice enh -11.3%, TRb SRC2 PPI 3.2% and TR SRC2 fluor cs -0.2%.

As a working copy, 3 of the compounds above:
`Cc1cc(C)cc(NC(=O)Cn2c(=O)n(CC(=O)NCCc3ccccc3)c(=O)c3ccccc32)c1` gave SMN2 splice enh -13.9%, TRb SRC2 PPI -5.5% and TR SRC2 fluor cs 0.2%.
COc1ccc(CCNC(=O)CN(c2ccccc2)S(=O)(=O)N(C)C)cc1 was read as SMN2 splice enh -5.4%, TRb SRC2 PPI 4.3% and TR SRC2 fluor cs 3.8%.
For CCc1ccc(-c2nc(SCC(=O)NCC3CCCO3)c(-c3ccc(C)cc3)[nH]2)cc1 (stereo unspecified) the results were SMN2 splice enh 10.3%, TRb SRC2 PPI -11.1% and TR SRC2 fluor cs -1.4%.

Additional records:
Screening COc1ccc(-c2nc(SCC(=O)Nc3ccc4c(c3)OCO4)c(-c3ccc(OC)cc3)[nH]2)cc1 returned SMN2 splice enh -3.4%, TRb SRC2 PPI -3.6% and TR SRC2 fluor cs -13.5%.
`Cc1nc(SCC(=O)Nc2ccc(Cl)cc2C(F)(F)F)[nH]c(=O)c1Cc1ccccc1` gave SMN2 splice enh -1.6%, TRb SRC2 PPI -0.5% and TR SRC2 fluor cs -7.8%.
`COC(=O)c1ccccc1NC(=O)CN1C(=O)COc2ccc(Cl)cc21` gave SMN2 splice enh 0.6%, TRb SRC2 PPI -4.3% and TR SRC2 fluor cs -27.1%.
Screening COc1ccc(CNC(=O)c2cc(Nc3ccc(C)cc3C)nc3ccccc23)cc1 returned SMN2 splice enh -11.3%, TRb SRC2 PPI 6.7% and TR SRC2 fluor cs -0.8%.
`Cc1ccc(CNC(=O)c2cn(C)c3ccc(S(=O)(=O)N4CCC(C)CC4)cc3c2=O)cc1` gave SMN2 splice enh -1.6%, TRb SRC2 PPI -5.5% and TR SRC2 fluor cs 0.0%.
`CCCCNC(=O)c1nn(-c2ccc(C)cc2)c(=O)c2c1c1ccccc1n2C` gave SMN2 splice enh -5.1%, TRb SRC2 PPI 9.7% and TR SRC2 fluor cs -1.7%.
For Cc1cc2nnc(SCC(=O)Nc3ccc(F)c(Cl)c3)n2c2ccccc12 the results were SMN2 splice enh -11.2%, TRb SRC2 PPI 10.0% and TR SRC2 fluor cs -2.0%.
Screening Cc1ccc2c(c1)cc1c(=O)n(Cc3ccccc3Cl)nc(C)n12 returned SMN2 splice enh 13.6%, TRb SRC2 PPI -2.9% and TR SRC2 fluor cs -0.5%.
For CCOc1ccccc1C(=O)NC1(C(F)(F)F)C(=O)Nc2c1c(=O)[nH]c(=O)n2-c1ccc(F)cc1 (stereo unspecified) the results were SMN2 splice enh -3.5%, TRb SRC2 PPI 0.8% and TR SRC2 fluor cs 0.6%.
For CCOC(=O)c1c(C)c(-c2ccccc2)n(CC(=O)Nc2cc(C)ccc2OC)c1C the results were SMN2 splice enh -2.1%, TRb SRC2 PPI -9.5% and TR SRC2 fluor cs inconclusive.
`O=C(Nc1ccc2nn(-c3ccc(F)cc3)nc2c1)c1cccc2c(Cl)cccc12` gave SMN2 splice enh 10.9%, TRb SRC2 PPI -27.3%[53 µM] and TR SRC2 fluor cs -78.3%[53 µM].

Compound activity (PubChem)
